Furin inhibitor: human furin inhibition | P09958 | actives 0.061% (n = 220,000) | purified furin, fluorogenic substrate cleavage | AID 463115 | inhibition, % at 30 µM; in the data active = inhibition above about 25%; note: inactives centre near -15
Target sequence (P09958 108-714 limits assumed): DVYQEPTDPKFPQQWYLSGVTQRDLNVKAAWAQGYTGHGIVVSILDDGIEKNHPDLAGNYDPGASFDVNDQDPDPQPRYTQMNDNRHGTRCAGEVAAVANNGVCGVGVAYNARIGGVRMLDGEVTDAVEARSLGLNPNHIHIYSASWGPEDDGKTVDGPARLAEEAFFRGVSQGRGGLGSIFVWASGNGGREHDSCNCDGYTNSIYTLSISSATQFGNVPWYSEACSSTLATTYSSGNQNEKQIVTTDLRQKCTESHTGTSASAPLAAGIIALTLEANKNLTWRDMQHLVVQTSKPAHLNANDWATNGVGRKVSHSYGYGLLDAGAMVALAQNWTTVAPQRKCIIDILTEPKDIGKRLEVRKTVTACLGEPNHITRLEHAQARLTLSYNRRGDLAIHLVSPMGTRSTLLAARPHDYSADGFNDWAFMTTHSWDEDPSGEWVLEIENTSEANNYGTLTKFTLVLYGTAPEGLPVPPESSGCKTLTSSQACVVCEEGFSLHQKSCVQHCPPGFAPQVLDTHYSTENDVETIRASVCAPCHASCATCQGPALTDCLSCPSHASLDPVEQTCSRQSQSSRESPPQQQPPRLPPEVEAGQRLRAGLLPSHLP
FXIIa inh 1536: factor XIIa (human) inhibition; purified FXIIa, Boc-QGR-AMC fluorogenic substrate, 2 h; inhibition, % at 5 µM; actives 0.3% (n = 220,000); AID 800; in the data active = inhibition above about 40%;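 note: 0% = enzyme with no compound and 100% = blank without enzyme; many of its hits are not listed in these tables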
hK5 inh: blocks human kallikrein 5 protease activity. Q9Y337. recombinant hK5, fluorogenic AMC substrate cleavage. inhibition, % at 5 µM. actives 0.59% (n = 210,000);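 active = inhibition of 40% or more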;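 note: 0% = enzyme controls without compound and 100% = no-enzyme blanks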
Thrombin inh: blocks human thrombin protease activity; AID 1046; actives 0.26% (n = 220,000); P00734; alpha-thrombin, Boc-VPR-AMC fluorogenic substrate cleavage; inhibition, % at 5 µM;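 active = inhibition at or above 40%; inactive = inhibition below 40%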;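 note: 0% = enzyme with no compound and 100% = wells without enzyme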
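System: Human alpha-thrombin protein | Medium: pH 7.5 Tris (50 mM) with NaCl 150 mM, Tween 20 0.05% | Times: Enzyme reaction carried out at room temperature | Detection: AMC fluorescence, 355/460 nm | Evaluation: Percent inhibition scaled between no-compound controls and no-enzyme blanks | Benchmarks: Enzyme without compound as high, wells lacking enzyme as low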
Calpain2 inh: inhibitors of pig calpain II | purified calpain II, fluorogenic peptide substrate, 30 min | inhibition, % at 16 µM | actives 0.37% (n = 220,000) | AID 1236;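 active = inhibition above about 50%, limit read from the data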
PERK inhibitor: blocks human PERK kinase | CHO PERK-DD fusion, SEAP luminescence translation reporter | actives 0.17% (n = 220,000) | AID 1416 | Q9NZJ5 | inhibition, % at 5.6 µM;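 active = inhibition above the mean inhibition of all tested compounds plus 3 SD, set separately per screening campaign, cut at about 2.9% in these data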;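 note: PERK kinase domain activated by AP20187 dimerizer at 100 nM; 0% = DMSO with dimerizer and 100% = rapamycin at 8.4 µM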
Rad51 HR inh: Rad51 (human) homologous recombination inhibition. actives 0.085% (n = 200,000). AID 1385. inhibition, % at 10 µM. hRad51 DNA strand exchange, fluorescence dequenching. Q06609;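 active = inhibition above 40% at the single screening dose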;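 note: 0% = DMSO control wells and 100% = blanks with heterologous ssDNA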
Target sequence (Q06609 whole entry, looked up): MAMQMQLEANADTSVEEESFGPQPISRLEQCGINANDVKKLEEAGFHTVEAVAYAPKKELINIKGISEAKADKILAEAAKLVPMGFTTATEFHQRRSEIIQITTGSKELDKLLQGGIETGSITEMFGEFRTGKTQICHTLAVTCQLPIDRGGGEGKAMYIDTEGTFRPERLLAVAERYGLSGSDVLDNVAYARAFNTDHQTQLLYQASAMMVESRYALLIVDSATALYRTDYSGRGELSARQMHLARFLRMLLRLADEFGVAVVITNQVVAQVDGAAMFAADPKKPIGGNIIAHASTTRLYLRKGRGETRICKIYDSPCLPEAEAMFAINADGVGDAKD
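material = hRad51 filaments on single-stranded DNA | timing = filaments 15 min 37 °C, then compound 30 min | signal = FRET fluorescence dequenching, excitation 485 nm, emission 520 nm | benchmarks = control wells and blank wells on each plate | evaluation = percent inhibition relative to plate controls and blanks | compound = 10 µM final, single point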
FXIa inh 1536: factor XIa (human) inhibition; purified FXIa, Boc-Glu-Ala-Arg-AMC fluorogenic substrate; P03951; actives 0.14% (n = 220,000); AID 798; inhibition, % at 5 µM;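 active = inhibition of at least 40%; inactive = inhibition below 40%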;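 note: fluorescence of freed AMC excited at 355 nm; 0% = enzyme without compound and 100% = no enzyme blank; many of its hits are not listed in these tables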
KCC2 mod: modulators of human KCC2 chloride dependent transport. Q9H2X9. KCC2 cells, thallium flux FluoZin-2 fluorescence. B-score of Tl+ flux slope (higher = more flux/activation; lower = inhibition) at 10 µM. actives 2.2% (n = 190,000);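 active = thallium flux slope and its plate-corrected score both differing from the plate sample mean at a set confidence after two filtering rounds, in either direction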;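 note: slope of fluorescence scaled to starting intensity during 10 to 20 s after thallium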
* = called active by the depositor; / = not tested or not shown; [ ] = remark or other dose. This is a subset. The share of hits here may be higher or lower than overall.

SMILES	Furin inhibitor	FXIIa inh 1536	hK5 inh	Thrombin inh	Calpain2 inh	PERK inhibitor	Rad51 HR inh	FXIa inh 1536	KCC2 mod
CCCC(=O)Nc1cc(-c2nc3ncccc3o2)ccc1C	-14[20 µM]	7	-9	-1	-109	-0.3	7	2	1.2
COc1cccc(/C=C/C(=O)OCC(=O)Nc2ccc(Cl)c(S(=O)(=O)N(C)C)c2)c1OC	-6	4	-1	0	-17	0.0	/	-6	-1.6
CCCOc1ccc(CC2CCC(=O)NC2=O)cc1 (stereo not drawn)	-24	7	-25	-3	10	-0.1	/	6	-0.66
Cc1cc(C(=O)NCC(=O)OCC(=O)N(C(C)C)C(C)C)ccc1[N+](=O)[O-]	-12	-1	1	-11	28	-0.2	2	-8	-0.042
CCCCC(C(=O)NC(C)(C)C)N(Cc1ccco1)C(=O)c1snc(C(N)=O)c1N (stereo not drawn)	-14[20 µM]	4	-6	-2	-84	-1.9	13	12	-0.88
Cc1c(/C(O)=C2\C(=O)C(=O)N(CCN(C)C)C2c2ccccc2)cnn1-c1ccccc1 (stereo not drawn)	-22	10	1	2	-13	0.4	29	1	-0.17
COc1ccc2nc(SCC(=O)/C(C#N)=C(\C)N)[nH]c2c1	-10[20 µM]	7	-10	2	-2	0.0	-2	4	0.071
O=C1CCC(/C=C/c2ccccc2)=NN1Cc1ccc(Cl)c(Cl)c1	-12[20 µM]	1	-28	-8	22	1.0	-12	1	/
O=S(=O)(c1ccc(F)cc1)N1CCN(C(=S)NCc2ccco2)CC1	-19	10	-9	-4	-3	0.5	-8	4	-3.9*
Cc1cc(C)c(NC(=O)CCCN2CCOCC2)c(C)c1	-18[20 µM]	22	2	5	-48	0.8	0	5	0.41
CN(C)C(C)(C)C#CCC(c1ccccc1)c1ccccc1	-20	8	-9	-4	-17	-0.7	6	7	0.027
CCCCNC(=O)C(Cc1ccccc1)NS(=O)(=O)c1ccc2c(c1)c(=O)n(C)c(=O)n2C (stereo not drawn)	-18	16	-2	5	23	-1.7	5	6	/
Cc1ccc(-c2csc3nc(CN(C)Cc4ccccc4)[nH]c(=O)c23)cc1	-5	8	1	-5	-7	-1.1	-7	5	-1.2
CCOC(=O)C1=C(O)/C(=C\c2ccc(CNC(=O)C(=O)Nc3ccc(C)c(C)c3)o2)N=C1C	-22[20 µM]	18	-23	3	-140	0.2	/	4	-0.047
O=C(c1cn(-c2ccccc2)nc1-c1ccc(F)cc1)N1CCCCC1	-6	4	-15	-8	31	-0.4	11	2	-1
COc1ccc(NC(=O)c2cc3cccc(OC)c3oc2=Nc2ccc(C(=O)O)cc2)cc1OC	7	5	-1	2	2	1.5	-12	0	-0.6
C=CCn1c(SCC(=O)Nc2ccccc2)nc2scc(-c3cccs3)c2c1=O	-21[20 µM]	2	-4	-3	-2	-0.9	-1	-4	0.0089
CCC(C)C(NC(N)=O)C(=O)Nc1ccc(S(=O)(=O)Nc2ccc(OC)cc2)cc1 (stereo not drawn)	-6	37	12	21	-1	-0.1	3	32	0.76
Cc1ccc(CN2CCN(/N=C/c3cc(Br)ccc3O)CC2)cc1	-36[20 µM]	11	-6	-1	1	1.4	7	-1	1.5
CCOC(=O)N1CCN(C(=O)CCCCCn2c(=S)[nH]c3ccsc3c2=O)CC1	-17	8	-3	-7	2	0.9	-22	-2	-0.56
O=C(c1cnn2c(C(F)F)cc(-c3ccccc3)nc12)N1CCCc2ccccc21	-13[20 µM]	4	-2	-5	-42	0.0	/	-4	0.056
CC(/C=C/c1ccccc1F)=N\NC(=O)c1ccccc1	-1	13	-5	3	32	-0.1	-15	11	0.85
CCCSc1nc2c(c(=O)n1-c1ccc(OCC)cc1)SCC2	-16	6	-18	10	10	-0.4	-1	-5	0.23
Cc1cc(C)nc(SC(C)CNS(=O)(=O)c2ccccc2)n1 (stereo not drawn)	-17	5	2	-5	-3	0.9	-5	-1	-0.97
CCCCCn1c(=O)[nH]c2cc(C(=O)N3CCN(Cc4ccc5c(c4)OCO5)CC3)ccc2c1=O	-19[20 µM]	12	9	2	30	-0.5	-7	-4	/

Next compounds:
SMILES	Furin inhibitor	FXIIa inh 1536	hK5 inh	Thrombin inh	Calpain2 inh	PERK inhibitor	Rad51 HR inh	FXIa inh 1536	KCC2 mod
C=CCNC(=O)c1ccc(C)c(Br)c1	-16[20 µM]	0	2	-7	2	-0.1	/	-6	1.2
O=C(O)Cn1cnc2ccccc2c1=O	-21[20 µM]	12	-16	2	37	0.3	6	6	-0.031
O=C(O)CCc1nn2c3ccccc3n(CCO)c2nc1=O	-17	13	2	-1	-242	2.4	13	1	0.46
Cc1cccc(NC(=O)CN2C(=O)c3ccccc3C2=O)c1C	-27	3	-4	-7	-16	0.8	-3	-1	-0.19
COc1ccc(/C=C/C(=O)ONC2=NCCCCC2)cc1OC	-8	9	8	-8	-27	1.0	-10	5	-1.4
Nc1cc(=O)[nH]c(=O)n1CC1CC1	-8	2	1	-4	28	-0.2	-5	-7	0.48
Cc1cc(C)cc(NC(=O)C(=O)NCc2ccccn2)c1	-16	0	-13	-3	18	0.6	-11	-6	-0.58
COc1ccc(C(CCO)NC(=O)c2cccs2)cc1OC (stereo not drawn)	-22	6	21	0	-10	1.9	/	2	/
Cc1nc(-c2nc(-c3c(C(=O)NN)noc3C)cs2)cs1	-7	8	2	-3	19	-0.2	-7	-1	-0.94
O=C(Nc1ccc(S(=O)(=O)Nc2ncccn2)cc1)c1ccco1	-14[20 µM]	8	-5	-1	-4	0.2	-5	-3	-0.66
CSc1cccc(CN2CCN(CCc3ccccc3)C(CCO)C2)c1 (stereo not drawn)	-23	4	0	-11	-16	0.7	-1	-3	-0.59
CCCc1nn(C)c(C(=O)Nc2cccc(C)c2)c1Cl	-21	5	-16	-4	14	0.5	3	5	-0.15
Cc1ccc(OCC(=O)N/N=C\c2c(C)[nH]n(-c3ccccc3)c2=O)c([N+](=O)[O-])c1	-3	11	-46	0	-81	-0.4	-2	6	-0.11
CCc1ccc(OCC(=O)c2c(O)c3ccccc3oc2=O)cc1	-13	9	0	-1	-32	0.3	/	-2	0.046
S=C(NCCN1CCOCC1)Nc1ccc(Br)cc1	-21	2	-8	-9	-8	0.4	-4	-3	1
COc1ccc(C(C(=O)NC2CCCC2)N(C(=O)c2snc(-c3ccc(F)cc3)c2N)c2ccc(F)cc2)cc1 (stereo not drawn)	-6[20 µM]	16	-9	2	0	-0.1	-7	-2	/
CCN1CCN(C(=S)Nc2ccc([N+](=O)[O-])cc2)CC1	-15[20 µM]	9	-4	0	-3	0.2	1	-2	1
CN(C)c1ccc(N=Nc2ccccc2C(=O)OCC(=O)N2CCCCCC2)cc1	8	8	-10	-8	22	-0.3	4	1	-1.3
CCN(CC)c1ccc(S(=O)(=O)N2CCOCC2)cc1NC(=O)CN1CCc2ccccc2C1	-17	2	-11	1	9	1.4	-40	5	-0.22
O=C(O)c1ccc(Cl)c(S(=O)(=O)NCc2ccco2)c1	-12	13	6	5	14	1.0	5	0	0.76
Cc1ccc(OCCCC(=O)N2CCOCC2)c(C)c1	-19[20 µM]	12	-18	-16	-17	0.7	/	-5	-0.38
Clc1ccccc1N=C1SCCS1	-25	8	2	1	0	1.4	23	-1	-0.53
CCOc1ccc(OCCCC(=O)O)cc1	-16[20 µM]	11	-14	4	-33	0.5	6	-7	0.72
CCOc1cc(/C=N/N=C(N)N)ccc1OCc1ccc(Cl)cc1	-4	0	-14	-16	25	-0.4	8	-5	0.12
Cc1cc(Br)ccc1NC(=O)CNC(=O)CN(C)Cc1nc2ccccc2c(=O)[nH]1	-16	2	-106	4	-2	1.0	1	8	/

(cont.)
SMILES	Furin inhibitor	FXIIa inh 1536	hK5 inh	Thrombin inh	Calpain2 inh	PERK inhibitor	Rad51 HR inh	FXIa inh 1536	KCC2 mod
CC1CC(C)CN(CCCn2c(=S)[nH]c3ccccc3c2=O)C1 (stereo not drawn)	-9[20 µM]	3	-1	-4	19	-2.1	-3	-4	/
Cc1ccc(OCC(=O)Nc2sc3c(c2C#N)CC(C)(C)NC3(C)C)cc1	-18	13	3	-1	-2	-0.1	3	1	-0.33
COC(=O)CCCC1=CC2=C(c3ccccc3)C(=O)C(C)(OC(=O)C3CCCC3)C(=O)C2=CN1Cc1ccco1 (stereo not drawn)	-15	2	0	-7	18	/	-9	-1	-1.4
CCC1C(=O)NCCN1Cc1nc(-c2ccc(C)s2)oc1C (stereo not drawn)	-22	4	0	-7	-41	0.2	3	-6	1.3
COc1cc(NC(=O)C2=C(N3CCOCC3)/C(=C\c3ccc(Cl)cc3Cl)CC2)cc(OC)c1OC	-6	21	-20	-5	-29	-0.2	3	22	-0.6
CC1CC(C(F)(F)F)n2nc(C(=O)O)cc2N1 (stereo not drawn)	-6[20 µM]	-6	-15	-8	-40	1.1	1	-2	/
O=c1c2cnn(-c3ccccc3)c2nc(-c2cccs2)n1-c1cccc(Cl)c1	-6	-1	27	-2	-47	-0.3	-6	-6	0.16
O=C(Cn1nc(-c2ccccc2)c2ccccc2c1=O)Nc1ccccn1	-20	18	-13	0	-8	-0.4	5	8	-2
Cc1nn(-c2ccc(F)cc2)c(Cl)c1/C=C(\CC(=O)O)c1nc2ccccc2s1	-1[20 µM]	1	-2	-8	-6	1.0	-8	1	-6.8*
O=C(C(NS(=O)(=O)c1cccc2nsnc12)c1ccccc1)N1CCN(c2ccccn2)CC1 (stereo not drawn)	-15	15	-7	3	5	-0.9	4	0	/
Cc1sc2c3ccsc3ccc2[n+]1C	-31	8	-16	4	-51	0.1	3	9	0.11
O=C(O)C1CCCN1C(=O)Nc1ccc(F)cc1 (stereo not drawn)	-21[20 µM]	2	6	-9	25	1.2	-4	0	1.2
CC(=O)c1nnn(-c2c(F)cccc2F)c1C	-21	10	-1	-2	-17	3.1*	13	3	/
COC(=O)c1c(-c2ccccc2Cl)noc1-c1cnc(N)nc1C(F)(F)F	-28	12	4	4	-28	2.2	-8	3	0.14
CCOC(=O)NN1C(=O)c2ccccc2NC1c1cccnc1 (stereo not drawn)	-25	3	-15	-5	-337	0.4	12	-9	0.58
O=C1NC(c2ccncc2)C(C(=O)c2cccs2)C(O)(C(F)(F)F)N1 (stereo not drawn)	-17[20 µM]	18	-1	2	-1	3.0*	-4	-1	0.95
CCOC(=O)C1(Cc2cccc(OC)c2)CCN(Cc2cccc(O)c2)CC1	-9	-2	-1	4	-10	-0.3	/	-5	0.6
CCOC(=O)C(=N/O)/C(C)=N/NC(=O)C(=O)Nc1cc(Cl)ccc1Cl	-28	7	2	-7	-11	1.0	/	4	-2.3

Screens from PubChem BioAssay.
